# BAZ2B inh – qHTS Assay for Inhibitors of BAZ2B; hit rate 4.4% among 360,000; Potency, µM (series often up to 114 µM), inactives show at the top dose activity change, negative = inhibition, most hits filed as inhibitors; AlphaScreen BAZ2B-H3K14Ac peptide displacement; Bromodomain adjacent to zinc finger domain protein 2B (Homo sapiens), Q9UIF8; AID 504333, 2011; also: potency is read from the fitted curve at half-maximal effect; % is scaled to controls: 0 for no effect and ±100 for the full control effect; nearly all actives have a fitted effect of over 60% in size
#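 AlphaScreen displacement of biotin-H3(5-23)K14Ac peptide (50 nM final) from BAZ2B (50 nM final) in PBS pH 7.4, 0.01% Tween-20; complex preformed 30 min RT, then compounds (top 110 uM) 30 min RT, beads 20 min dark.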
# Tb PGK inh – qHTS Assay to Find Inhibitors of Phosphoglycerate Kinase; AID 602233, 2012; PGK/GAPDH coupled, Kinase-Glo luminescence, 60 min; hit rate 0.043% among 380,000; Potency, µM (series often up to 57.5 µM), inactives show at the highest dose activity change, negative = inhibition, actives largely listed as inhibitors; Phosphoglycerate kinase, glycosomal (Trypanosoma brucei brucei), P07378; also: potency is read from the fitted curve at half-maximal effect; % is scaled to controls: 0 for no effect and ±100 for the full control effect; nearly all actives have a fitted effect of over 60% in size
#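 Luminescent ATP detection (Kinase-Glo Plus) follows a 60-minute room-temperature incubation, with wells lacking PGK as controls. Buffer: 100 mM TEA (pH 7.6), 5 mM MgCl2, 0.01% Tween-20. Coupling enzyme GAPDH (100 nM final) supplies unstable 1,3-BPG in-well.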
# GLS inh – qHTS for Inhibitors of Glutaminase (GLS); Glutaminase kidney isoform, mitochondrial (Homo sapiens), O94925; GLS enzymatic activity, qHTS titration; Potency, µM (titrated, usually from 45.5 µM), for the others: top-dose activity change, negative = inhibition, usual class: inhibitors; hit rate 0.21% among 410,000; AID 624170, 2012; also: potency is read from the fitted curve at half-maximal effect; % is scaled to controls: 0 for no effect and ±100 for the full control effect
#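 Read-out is an Amplex red fluorescence increase coupled through glutamate oxidase and HRP, measured before and after 30 min room-temperature incubation. hKGA is in 45 mM KH2PO4 (pH 8.2) with 0.02% Tween-20; glutamine added as 1mM solution.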
# Pin1 inh – qHTS Assay to Find Inhibitors of Pin1; hit rate 0.009% among 390,000; Potency, µM (highest dose often 115 µM), inactives show at the highest dose activity, negative = inhibition, hits mostly inhibitors; Peptidyl-prolyl cis-trans isomerase NIMA-interacting 1 (Homo sapiens), Q13526; Pin1 FP peptide displacement, HiFluor488, 10 min; active = well fitted inhibition curve with a large enough effect in the polarisation, with a control signal flat, not every such curve was filed as active; inconclusive = small, poorly fitted or top-dose-only effect, or effect the other way, or a change in a side signal; inactive = no such curve, though single readings can be large or run the other way; the % refers to the polarisation; also: potency is read from the fitted curve at half-maximal effect; % is scaled to controls: 0 for no effect and ±100 for the full control effect
# HP1b chromo inh – HTS for Inhibitors of HP1-beta Chromodomain Interactions with Methylated Histone Tails; Potency, µM (doses to about 114 µM), without a hit: top-dose activity change, negative = inhibition, actives largely listed as inhibitors; AID 540317, 2011; hit rate 0.56% among 390,000; Chromobox protein homolog 1 (Homo sapiens), P83916; AlphaScreen HP1-beta / biotin-H3K9me3 peptide binding; also: potency is read from the fitted curve at half-maximal effect; nearly all actives have a fitted effect of over 70% in size; inactives centre near 23
#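 AlphaScreen: HP1-beta (50 nM) preformed 30 min with biotin-H3(1-18)K9me3 peptide (50 nM) in PBS pH 7.4, 0.01% Tween-20. Compound added for 30 min at RT, then streptavidin donor/nickel chelate acceptor beads (10 ug/mL) for 30 min.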
# PI4K2A inh – qHTS for small molecular inhibitors of PI4K2A. Phosphatidylinositol 4-kinase type 2-alpha (Homo sapiens), Q9BTU6. purified PI4K2A, ADP-Glo luminescence, 1 h; active compounds read low. activity change, negative = inhibition, % at 76.9 µM. hit rate 0.13% among 420,000. AID 1346378, 2018; in the data active = activity change below about -50%; inconclusive = mostly about -30% to -49%;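 also: -100% = wells without enzyme as full effect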
#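 PI4K2A activity was measured by ADP-Glo luminescence: enzyme (4 ug/mL stock) and phosphatidylinositol (1.2 mM stock) in Tris pH 7.5/MgCl2/EGTA/Triton X-100 buffer were reacted with ATP (300 microM stock) for one hour at ambient temperature.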
# G9a block – qHTS Assay for Inhibitors of Histone Lysine Methyltransferase G9a | G9a H3K9 monomethylation, AlphaScreen, 2 h | Potency, µM (top dose mostly 102 µM), inactives show top-dose activity, negative = inhibition, usual class: inhibitors | hit rate 8.8% among 350,000 | AID 504332, 2011; also: potency is read from the fitted curve at half-maximal effect; % is scaled to controls: 0 for no effect and ±100 for the full control effect; nearly all actives have a fitted effect of over 75% in size
#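 AlphaScreen detection with an anti-monomethyl H3K9 antibody quantified product after a 2 h room-temperature reaction containing 500 nM biotinylated H3K9 peptide, 20 µM SAM and 20 nM enzyme, which had been preincubated 15 min with compound.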
# JMJD2A Tudor – qHTS Assay for Inhibitors of JMJD2A-Tudor Domain | AID 504339, 2011 | hit rate 4.4% among 390,000 | Potency, µM (series often up to 114 µM), without a hit: top-dose activity change, negative = inhibition, hits mostly inhibitors | AlphaScreen JMJD2A-Tudor / H3K4me3 peptide binding; also: potency is read from the fitted curve at half-maximal effect; % is scaled to controls: 0 for no effect and ±100 for the full control effect; nearly all actives have a fitted effect of over 50% in size
# Target sequence (O75164 whole entry, looked up, the tested form may be a part): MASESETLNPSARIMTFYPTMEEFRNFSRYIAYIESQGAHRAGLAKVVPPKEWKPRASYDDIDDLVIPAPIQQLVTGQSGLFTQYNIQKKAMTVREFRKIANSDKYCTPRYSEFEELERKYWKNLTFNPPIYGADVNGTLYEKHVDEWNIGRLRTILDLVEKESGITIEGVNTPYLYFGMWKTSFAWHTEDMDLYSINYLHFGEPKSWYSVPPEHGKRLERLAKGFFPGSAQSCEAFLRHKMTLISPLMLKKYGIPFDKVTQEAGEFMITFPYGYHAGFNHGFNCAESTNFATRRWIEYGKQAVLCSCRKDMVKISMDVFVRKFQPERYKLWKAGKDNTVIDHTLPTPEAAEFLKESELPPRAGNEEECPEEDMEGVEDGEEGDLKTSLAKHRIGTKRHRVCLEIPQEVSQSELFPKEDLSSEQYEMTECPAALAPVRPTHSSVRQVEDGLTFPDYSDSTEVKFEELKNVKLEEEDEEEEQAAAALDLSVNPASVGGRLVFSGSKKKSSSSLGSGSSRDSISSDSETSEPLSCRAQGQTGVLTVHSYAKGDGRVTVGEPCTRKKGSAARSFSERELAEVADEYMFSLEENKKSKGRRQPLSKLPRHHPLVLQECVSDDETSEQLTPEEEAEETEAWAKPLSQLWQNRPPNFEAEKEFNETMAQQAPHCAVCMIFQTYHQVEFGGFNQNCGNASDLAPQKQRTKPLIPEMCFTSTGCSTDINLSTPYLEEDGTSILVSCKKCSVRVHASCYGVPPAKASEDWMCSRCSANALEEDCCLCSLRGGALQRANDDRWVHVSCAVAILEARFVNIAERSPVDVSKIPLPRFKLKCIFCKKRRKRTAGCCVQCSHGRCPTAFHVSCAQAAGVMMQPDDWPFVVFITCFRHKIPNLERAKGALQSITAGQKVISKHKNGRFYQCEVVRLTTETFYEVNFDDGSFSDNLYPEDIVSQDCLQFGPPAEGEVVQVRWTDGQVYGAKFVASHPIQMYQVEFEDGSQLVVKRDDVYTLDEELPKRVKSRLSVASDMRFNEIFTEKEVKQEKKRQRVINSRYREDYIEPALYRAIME
# ERG Ets-DNA blk – qHTS for Small Molecule Inhibitors of the ERG Ets/DNA interaction; Transcriptional regulator ERG (Homo sapiens), P11308; fluorescence polarization, His-ERG Ets domain / labelled DNA; Potency, µM (series often up to 76.9 µM), inactives show top-dose FP activity, negative = inhibition, actives largely listed as inhibitors; hit rate 0.028% among 370,000; AID 624246, 2012; active = well fitted inhibition curve with a large enough effect in the polarisation, with a control signal flat; inconclusive = small, poorly fitted or top-dose-only effect, or effect the other way, or a change in a side signal; inactive = no such curve, though single readings can be large or run the other way; the % refers to the polarisation;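 also: polarization taken with two DNA probes labelled with fluorescein and Texas red; potency is read from the fitted curve at half-maximal effect; % of control where 0% means no effect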
#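 His-tagged ERG Ets domain (1 uM in the protein solution; 300mM KCl, 50mM Tris-HCl, 1mM EDTA, 1mM DTT, pH 7.5) received compound, then a probe mix of 5 nM fluorescein-DNA and 100nM Texas-615-DNA. Fluorescence polarization was read for both dyes.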
# An asterisk follows results filed as active; i = inactive; ? = inconclusive; · = no result given; [ ] = dose if it differs, or a comment. Unless noted, calls follow the shape of the dose curve; as a rule, active = well fitted curve in the direction sought with a large enough effect; inconclusive = small, poorly fitted or top-dose-only effect, or another doubt; inactive = no such curve, though single readings can be large; an effect the other way counts as inactive or inconclusive.
BAZ2B inh	Tb PGK inh	GLS inh	Pin1 inh	HP1b chromo inh	PI4K2A inh	G9a block	JMJD2A Tudor	ERG Ets-DNA blk	canonical_smiles
-1%	0%	7%	-6%	18%	-6	-1%[12.7 µM]	12%[57.1 µM]	-9%	O=C(CCNS(=O)(=O)c1cccs1)Nc1nccs1
3%	-9%	10%	0%	8%[57 µM]	-4	12%[0.501 µM]	-9%	17%	CN(C)C1(CNC(=O)C2CCC(=O)N(Cc3ccc(Cl)cc3)C2)CCCCC1 (centres undefined)
·	-1%	-20%	3%	12%	1	·	-3%	-5%	O=C(CN1C(=O)NC2(CCCC2)C1=O)NC(c1ccccc1)c1ccccc1
2%	1%	-9%	1%	9%	3	?	-14%	-2%	Cn1c(=O)oc2cc(S(=O)(=O)NCCC(=O)Nc3ccc4c(c3)OCCO4)ccc21
-20%	-3%	-12%	-9%	47%[activator]	-18	38%	-4%	9%	Cc1cc(C)cc(C(=O)N(NC(=O)Nc2ccc(Cl)cc2)C(C)(C)C)c1
-3%	i	0%	-3%	25%	4	12%[12.7 µM]	-6%	6%	CN(CC(=O)Nc1ccc(Cl)c(C(F)(F)F)c1)C(=O)Cc1cccs1
3%	-3%	-5%	-1%	3%	6	·	?	7%	CC1=C(C(=O)OCc2ccccc2)C(c2cccc([N+](=O)[O-])c2)NC(=O)N1C (centres undefined)
1%	-1%	-8%	-2%	16%	-4	-33%	-9%	6%	O=C(O)C1CCN(c2ccc(S(=O)(=O)N3CCCCC3)cc2[N+](=O)[O-])CC1
?	6%	11%	4%	5%	-3	-31%[59 µM]	-24%	4%	Cc1cccc(NC(=O)CSc2ncc(-c3ccccc3)[nH]2)c1C
·	-4%	8%	-16%	0%	2	·	-14%	4%	CN(Cc1ccccc1)CC(O)CN(C)Cc1ccccc1
·	-8%	-3%	2%	?	-2	·	35µM*	1%	Nc1ccc(C=C2C=Cc3ccccc32)cc1
-14%	3%	1%	3%	25%	4	?	-7%	0%	O=C(Cn1c(-c2ccccc2)c[n+]2ccsc12)c1ccccc1
0%	5%	0%	-13%	14%	-4	-2%[59 µM]	-2%	7%	CS(=O)(=O)N1CCC(N2CCN(Cc3ccccc3)C(=O)C2=O)CC1
10%	4%	1%	?	32%	3	8%[2.33 µM]	-11%	-7%	CCCCC(CC)C(=O)Nc1cc(C(=O)NCc2ccc(C)cc2)ccc1N1CCC2(CC1)CC(c1cccc(Br)c1)=NO2 (centres undefined)
-20%	-8%	23%	1%	21%	-3	4%	-21%	-4%	COc1cc(/C=N/NS(=O)(=O)c2ccc(C)cc2)ccc1OCc1cccc(C(=O)O)c1

# Fetched by compound from the list above:
BAZ2B inh	Tb PGK inh	GLS inh	Pin1 inh	HP1b chromo inh	PI4K2A inh	G9a block	JMJD2A Tudor	ERG Ets-DNA blk	canonical_smiles
·	-1%	-20%	3%	12%	1	·	-3%	-5%	O=C(CN1C(=O)NC2(CCCC2)C1=O)NC(c1ccccc1)c1ccccc1
3%	-3%	-5%	-1%	3%	6	·	?	7%	CC1=C(C(=O)OCc2ccccc2)C(c2cccc([N+](=O)[O-])c2)NC(=O)N1C (centres undefined)

# Carrying on.
BAZ2B inh	Tb PGK inh	GLS inh	Pin1 inh	HP1b chromo inh	PI4K2A inh	G9a block	JMJD2A Tudor	ERG Ets-DNA blk	canonical_smiles
-5%	i	4%	-1%	44%[activator]	0	6%[59 µM]	-6%	-4%	O=C(NC1CCCCC1)C(c1ccco1)N(C(=O)C(F)(F)F)C1CC1 (centres undefined)
-10%	-2%	-18%	-8%	-18%	4	-15%	-12%	1%	O=C1NC2=C(C(=O)CCC2)C(c2ccccc2)N1 (centres undefined)
-4%	i	1%	1%	30%	-3	?	-13%	0%	CCOC(=O)c1ccc(NC(=O)CSc2nnc(Cn3c(=O)sc4ccccc43)n2C)cc1
-10%	0%	2%	6%	14%	-2	?	-24%	-3%	Cc1cc(CN2CCCC(C(=O)Nc3cccc(-n4cccn4)c3)C2)cc(C)c1O (centres undefined)
-24%	-7%	3%	2%	16%	1	8%[59 µM]	-10%	-12%	O=C(CSc1nc2c(c(=O)n1-c1ccc(Cl)cc1)SCC2)NCC1CCCO1 (centres undefined)
1%	2%	-1%	-3%	29%	0	6%[2.33 µM]	-11%	-9%	Cc1nn(CC(=O)N2CCN(S(=O)(=O)c3ccccc3)CC2)c(C)c1[N+](=O)[O-]
-19%	2%	-19%	-2%	41%[activator]	3	-13%	-7%	-4%	O=C(OCc1ccco1)c1cccnc1
-4%	-4%	6%	0%	30%	2	5%	-7%	-2%	Cc1c(NS(=O)(=O)c2cccc(C(=O)OCC(=O)N(C)C3CCCCC3)c2)c(=O)n(-c2ccccc2)n1C
-26%	8%	12%	4%	38%	1	32%	-7%	-10%	COc1cccc2cc(C(=O)NCc3ccc(C)cc3)c(=N)oc12
·	3%	23%	-2%	20%[57 µM]	-3	·	-5%	-1%	O=C1C(Cl)=C(O)C2(Cl)C(Cl)=C(Cl)C12Cl (centres undefined)
-1%	-5%	24%	0%	14%	-8	-7%[12.7 µM]	-23%	-14%	O=C(O)c1ccc(NS(=O)(=O)c2ccc(Cl)c(Cl)c2)cc1O
-3%	-11%	5%	-6%	50%[activator]	1	25%	15%	1%	O=C(OCC(=O)N1CCCCCC1)c1ccc(S(=O)(=O)N2CCOCC2)cc1
-7%	0%	?	-2%	42%	0	7%	-5%	10%	Cc1[nH]nc2c1C(c1cccs1)C1=C(CCCC1=O)N2 (centres undefined)
24%	-4%	6%	1%	97%[activator]	1	121%[activator]	59%[activator]	-6%	CCOC(=O)C(=CNc1ccc(C(F)(F)F)cc1Cl)C(=O)OCC
-9%	i	5%	3%	11%	0	-33%[59 µM]	-27%	-11%	Cc1ccc2c(c1)C(c1ccccc1)N(C(=O)c1ccc(S(=O)(=O)N3CCCC3)cc1)CC(=O)N2 (centres undefined)
·	i	-6%	15%	39%	-3	·	-13%	6%	CC1(C)C[C@H]2C3=CCC4[C@@]5(C)CC[C@H](O)C(C)(C)C5CC[C@@]4(C)[C@]3(C)[C@@H](O)[C@@H](O)[C@@]2(CO)[C@@H](O)[C@@H]1O (some centres undefined)
1%	-6%	9%	-7%	35%[activator]	8	-3%	5%	-8%	CC(C)CC1NC(=O)N(CC(=O)N2CCCc3ccccc32)C1=O (centres undefined)
?	3%	32%[activator]	-2%	-1%	0	-4%[59 µM]	-24%	-5%	CCOC(=O)CNc1c(-c2ccc(O)cc2)nc2ccccn12
45µM*	-3%	-24%	1%	-54%	5	?	5µM*	6%	c1ccc(COc2ccc(OCCCNC3CCCC3)cc2)cc1
-2%	·	-3%	1%	22%	-2	-2%[12.7 µM]	-7%	0%	CC(C)NC(=O)CN(Cc1ccccc1)S(=O)(=O)c1ccccc1
0%	-11%	1%	-3%	76%[activator]	2	?	-11%	10%	COc1ccc2[nH]c(C(=O)NCc3ccccc3)c(C)c2c1
-11%	-19%	1%	-7%	37%	-4	4%	-11%	-4%	Cc1cc(NC(=O)c2ccco2)ccc1NC(=O)c1ccco1
1%	-1%	6%	-5%	26%	-3	·	-9%	0%	O=C(CNS(=O)(=O)N1CCOCC1)N/N=C/c1cccnc1
5%	i	0%	-7%	13%	-2	-7%[59 µM]	-14%	1%	Cc1cc2c(n1-c1ccc(C(N)=O)cc1)CC(C)(C)CC2=O
-31%	1%	-3%	-6%	9%	4	?	-15%	-3%	Cc1ccc(OCc2cc(C(=O)N3CCN(C4CCCC4)CC3)no2)cc1C
-12%	1%	2%	2%	14%	1	-10%[59 µM]	-13%	1%	COc1ccc(-c2noc(CSc3nnc(C)n3-c3ccc(C)cc3)n2)cc1
?	20%	11%	7%	19%	-2	0%[0.501 µM]	-13%	2%	O=c1cc(CN2CCN(c3ccc(F)cc3)CC2)c2cc3c(cc2o1)CCCC3

# One compound at a time (already shown):
# CC(C)CC1NC(=O)N(CC(=O)N2CCCc3ccccc32)C1=O (centres undefined) is listed with BAZ2B inh = 1%; Tb PGK inh = -6%; GLS inh = 9%; Pin1 inh = -7%; HP1b chromo inh = 35%[activator]; PI4K2A inh = 8; G9a block = -3%; JMJD2A Tudor = 5%; ERG Ets-DNA blk = -8%
# O=c1cc(CN2CCN(c3ccc(F)cc3)CC2)c2cc3c(cc2o1)CCCC3 is listed with BAZ2B inh = ?; Tb PGK inh = 20%; GLS inh = 11%; Pin1 inh = 7%; HP1b chromo inh = 19%; PI4K2A inh = -2; G9a block = 0%[0.501 µM]; JMJD2A Tudor = -13%; ERG Ets-DNA blk = 2%

# Source: PubChem BioAssay (National Center for Advancing Translational Sciences (NCATS))
